# RAD54 inh: inhibitors of human RAD54 branch migration, primary screen, biochemical, fluorescence, single point. DNA repair and recombination protein RAD54-like (Homo sapiens), Q92698. RAD54 Holliday junction branch migration, FAM/BHQ fluorescence. inhibition, % at 10.4 µM. hit rate 0.14% among 360,000. AID 602329, 2012;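 active = mean normalized replicate activity at least 40 and at least half of replicates scoring 40 or more; inconclusive = only one of the two criteria met; inactive = mean below 40 and under half of replicates reaching 40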;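 also: 0% = median of neutral control wells and 100% = median of positive control wells; inhibitors cause a drop in the FAM fluorescence signal; in these data hits start at about 50%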
# Target sequence (Q92698 whole entry, looked up): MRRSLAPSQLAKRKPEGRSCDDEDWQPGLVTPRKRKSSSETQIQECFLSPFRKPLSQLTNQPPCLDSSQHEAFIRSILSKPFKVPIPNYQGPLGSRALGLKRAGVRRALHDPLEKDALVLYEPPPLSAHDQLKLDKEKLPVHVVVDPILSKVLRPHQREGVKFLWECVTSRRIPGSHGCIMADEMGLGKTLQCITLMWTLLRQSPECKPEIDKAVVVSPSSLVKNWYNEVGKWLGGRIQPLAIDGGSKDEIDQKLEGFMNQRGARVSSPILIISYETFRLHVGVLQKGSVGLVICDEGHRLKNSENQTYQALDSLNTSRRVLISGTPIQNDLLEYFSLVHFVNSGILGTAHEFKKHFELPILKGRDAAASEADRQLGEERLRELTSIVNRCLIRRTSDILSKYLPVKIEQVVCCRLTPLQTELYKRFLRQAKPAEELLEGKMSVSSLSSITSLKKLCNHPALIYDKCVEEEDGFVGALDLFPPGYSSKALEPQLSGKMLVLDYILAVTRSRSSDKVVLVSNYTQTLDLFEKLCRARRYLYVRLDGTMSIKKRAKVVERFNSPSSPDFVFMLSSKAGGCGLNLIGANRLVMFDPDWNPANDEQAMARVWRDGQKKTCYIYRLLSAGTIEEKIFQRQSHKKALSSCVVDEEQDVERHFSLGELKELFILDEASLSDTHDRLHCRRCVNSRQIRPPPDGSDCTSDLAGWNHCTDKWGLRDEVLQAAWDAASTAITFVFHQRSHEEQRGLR
# CFTR F508del cor: F508del CFTR correction, initial screen, CFBE line, single point. CFBE cells, YFP halide quenching; stimulated with forskolin plus potentiator P3; % fluorescence drop versus neutral controls. activity (quench increase), % at 7.58 µM. hit rate 0.36% among 350,000. AID 720511, 2013;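 active = mean added fluorescence quench of at least 8% versus neutral control, with both replicates also reaching 8%; inconclusive = only one of the mean or replicate conditions met; inactive = mean below 8% and not both replicates reaching 8%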;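 also: cells transiently co-express mutant CFTR-F508del with the halide-sensitive YFP; corrector assay measuring rescue of mutant channel to the surface after 24 h compound exposure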
# ERAP1 inh: human ERAP1 aminopeptidase inhibitors, primary screen, biochemical, single point, plate reader; AID 652197, 2013; inhibition, % at 10.7 µM; recombinant ERAP1, Leu-AMC fluorescence, 60 min; Endoplasmic reticulum aminopeptidase 1 (Homo sapiens), Q9NZ08; hit rate 0.15% among 340,000;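 active = mean replicate inhibition of at least 30%, or all replicates individually reaching that 30% level; inactive = mean below 30% and not every replicate reaching it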;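 also: 0% = neutral control wells and 100% = L-leucinethiol positive control wells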
# INS-1E GSIS act: GLuc luminescence reporter in INS-1E cells, primary screen for activators of glucose-dependent secretion of insulin; AID 743287, 2014; hit rate 0.61% among 370,000; activation, % at 16.6 µM; INS-1E GLuc reporter insulin secretion, 2-3 h;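 active = lowest replicate activation of at least 40%, so every replicate reaches that level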;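 also: 0% = median of neutral control wells and 100% = median of IBMX positive control wells; some compounds called inactive have numbers as strong as hits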
# Xi reactivation: activators of inactive X chromosome reactivation, primary screen, imaging, XiGFP fibroblasts, GFP high-content imaging, set 2 | hit rate 0.055% among 360,000 | XiGFP mouse fibroblasts, % GFP-positive cells imaging, 3 d; cells co-treated with 5-aza-dC sensitizer; scaled so ellipticine positive control = 100% | activation, % at 7.58 µM;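 active = mean normalized replicate activation at least 10% and every replicate at or above 10%; inconclusive = only one of the two criteria met; inactive = mean below 10% and not all replicates reach 10%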;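 also: 0% = median of on-plate neutral control wells and 100% = ellipticine 6 µM median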
#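 assay system = SV40-immortalized XiGFP fibroblast cells, line 68-5-11 | buffer or medium = DMEM plus 5-aza-dC sensitizer | doses = single-point pinned compound dosing | times = 3-day compound exposure, then 15 min fixation at room temperature | benchmarks = positive control ellipticine, 6 µM final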
# ARNT TACC3 PPI: disruptors of ARNT/TACC3 protein interaction, primary screen, biochemical, AlphaScreen, single concentration | AlphaScreen His-ARNT PAS-B/GST-TACC3 binding, luminescence; TACC3 fragment carries E629A point mutation | inhibition, % at 9.99 µM | hit rate 0.66% among 390,000 | Transforming acidic coiled-coil-containing protein 3 (Homo sapiens), Q9Y6A5;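 active = mean inhibition of replicates at least 50% and at least half of replicates each reaching 50%; inconclusive = half or more replicates reach 50% but mean below 50%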;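 also: 0% = complete ARNT plus TACC3 wells and 100% = ARNT alone without TACC3; many hits fall short of the cut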
# esBAF inh: Bmi1 luciferase reporter increase in mESCs, primary screen, esBAF inhibitor project, mouse ES cells, Bmi1 luciferase knock-in, single point; hit rate 2% among 350,000; 24 h; 100% = twice the neutral-well signal; reporter increase, % at 12.5 µM; AID 602393, 2012; in the data active = activation above about 40%; inconclusive = no clear call, values can overlap the other calls;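 also: 0% = median of the plate's neutral control wells and 100% = double that signal; a rise in the Bmi1 reporter signal indicates esBAF inhibition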
# RAD52 anneal inh: RAD52 DNA annealing inhibitors, primary screen, biochemical, FRET, single point, set 2; DNA repair protein RAD52 homolog (Homo sapiens), P43351; recombinant RAD52 DNA annealing, FRET fluorescence; inhibition, % at 18.7 µM; hit rate 0.46% among 360,000;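 active = every replicate showing at least 50% inhibition; inconclusive = mean inhibition at least 50% but not in every replicate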
# * hit, by the source's call; ? = inconclusive; / = not tested or not shown; & = joins results of further samples. Random draw from the library, and some 3.3% of all compounds hit somewhere here.
SMILES,RAD54 inh,CFTR F508del cor,ERAP1 inh,INS-1E GSIS act,Xi reactivation,ARNT TACC3 PPI,esBAF inh,RAD52 anneal inh
C#CCOCCOCCOCCNc1nc(N2CCN(C(=O)[C@H](CCCCN)n3cc(CCCC)nn3)CC2)nc(N2CCN(C(=O)[C@H](CCCCN)n3cc(CCCC)nn3)CC2)n1,10,-1.5,-9,5,0.0,17,-4,-39
C/C=C/c1cccc(-c2nc(C(=O)NCc3ccc(OC)cc3)cc3c2[C@@H](CCO)N([S@](=O)C(C)(C)C)C3)c1,8,2.9,-3,-1,0.0,1,10,-15
Cc1cc(C)nc(N2CCCC(C(=O)NCCc3ccc(F)cc3)C2)n1 (stereo unspecified),4,/,/,29,/,38,2,/
CC1(C)OC(=O)C2=C(CC(CCc3ccccc3)OC2c2ccc(Cl)c(Cl)c2)O1 (stereo unspecified),/,1.6,-3,-6,0.3,/,/,-11
Cc1ccc2c(C)c(C(=O)NCc3ccc(S(N)(=O)=O)cc3)oc2c1,/,2.0,-8,-6,0.0,-3,/,-3
CCOC(=O)C(C)Sc1nnc(Cc2cc(=O)[nH]c(=O)[nH]2)n1-c1cccc(OC)c1 (stereo unspecified),8,2.8,/,-3,0.1,0,-3,-29
CN(C)CC(=O)Nc1ccc2c(c1)[C@@H]1C[C@H](CC(=O)N(C)C)O[C@@H](CO)[C@@H]1O2,-5,0.7,-1,6,0.1,-7,-3,2
Cc1cc(C)nc(SCC(=O)N(C)CC(=O)Nc2c(Cl)cccc2Cl)n1,-4,-3.2,-1,-3,-0.1,-25,-5,-9
COc1ccccc1-c1cnc2c(c1)C(=O)N([C@@H](C)CO)C[C@H](C)[C@@H](CN(C)CC1CCCC1)O2,-3,-1.8,4,13,0.0,-5,-2,-2
N/C(=N\OC(=O)C1CCCCC1)c1ccc(Cl)cc1,2,-2.9,-4,/,0.1,-7,65*,-15
CCNC(=O)C[C@H]1CC[C@@H]2[C@@H](COc3ccc(NC(=O)c4cccs4)cc3C(=O)N2C)O1,-2,-3.6,-1,-1,0.2,10,-3,-1
CC(=O)Nc1ccc(SC[C@H](Cc2ccccc2)N2CCN(CCc3ccccc3)CCC2=O)cc1,1,1.8,5,-40,0.2,0,8,-27
C[C@H]1CN([C@@H](C)CO)C(=O)c2cc(-c3cccnc3)cnc2O[C@H]1CN(C)Cc1ccc(Oc2ccccc2)cc1,-2&6&1,-3.3&-2.2&-1.0,6&0&0,4&3,-0.1&-1.2,11&7,0&-2&-5,-5&8&29
CCn1c(=O)cc(SCC(=O)N2CCN(C(=O)c3ccco3)CC2)c2ccccc21,-9,/,/,-7,/,-46,-8,/
Cc1csc(-c2nc3ccccc3n2C(C(=O)NC(C)(C)C)c2ccccc2)c1 (stereo unspecified),/,0.3,5,-28,-0.1,/,/,-14
O=C(O)CCN1C(=O)c2ccc(NC(=O)CCc3ccccc3)cc2C1=O,-9,0.7,-10,8,0.2,8,-6,-11
Cc1cc(C)c(NC(=O)CSCc2c(C)noc2C)c(Cl)c1,/,-0.2,1,12,3.7,-3,/,-6
CC=Cc1ccc2n(c1=O)C[C@@H]1[C@@H](CO)[C@H](C(=O)NCc3ccccc3)N(CCC(F)(F)F)[C@H]21 (mixture of isomers),-10,-0.7,5,-2,0.2,11,-2,-17
CC(NC(=O)c1cccc(S(=O)(=O)N2CCN(Cc3ccccc3)CC2)c1)c1ccc(Br)cc1 (stereo unspecified),2,-1.7,2,-20,0.0,-11,3,-17
Cc1noc(C)c1C(=O)Nc1nc(-c2cccs2)cs1,1,1.4,-6,-12,1.3,6,?,-6
Cc1ccc2c(C(=O)CN3CCC(C(N)=O)CC3)c(C)[nH]c2c1,12,/,-4,20,/,6,-9,-4
O=C(OCC(=O)N1CCCc2ccccc21)c1cnc(Cl)c(Cl)c1,/,/,-1,-4,0.1,-4,/,-8
CCN1[C@@H]2c3ccc(-c4ccc(F)cc4)c(=O)n3C[C@@H]2[C@@H](CO)[C@@H]1C(=O)Nc1ccccc1,/,-0.8,2,-11,0.3,/,/,-45
COc1ccncc1-c1ccccc1C1=CC(=O)CC(C)(C)C1=O,14,-0.2,16,25,0.0,/,-2,-12
COc1cccc(NC(=O)N(C)C[C@H]2OCc3cnnn3CCCC(=O)N([C@H](C)CO)C[C@H]2C)c1,3,-1.3,0,1,0.3,6,1,-5
CCCc1ccc(OCc2ccc(C(=O)N3CCCC3)o2)cc1,-1,-2.2,0,-19,0.0,4,28,13
CCNC(=O)C[C@H]1CC[C@H](NC(=O)C2CC2)[C@H](CO)O1,9,-0.8,0,3,0.8,3,2,5
O=C(c1ccco1)N1CCN(C(=S)Nc2ccc(F)cc2)CC1,-3,-1.4,-1,6,0.0,-8,7,-8
CCCCn1c(CCc2ccccc2)nc2cc3[nH]c(=O)c(C(C)C)nc3cc21,-10,-0.5,-4,-1,0.0,/,0,-50
COc1ccc(NC(=O)CSc2nc3ccccc3nc2N2CCCC2)c(OC)c1,7,-0.5,0,/,0.5,0,1,-9
CO[C@@H]1CN(C)C(=O)c2cc(NS(=O)(=O)CC(F)(F)F)ccc2OC[C@@H](C)N(CC2CCCCC2)C[C@@H]1C,-6,0.8,/,-4,0.0,-4,-11,-3
C[C@@H]1CN([C@H](C)CO)S(=O)(=O)c2ccc(C#CCN(C)C)cc2O[C@H]1CN(C)S(=O)(=O)c1cccc(F)c1,-12,-1.1,2,1,-0.7,6,-4,20
C=CCNCCCCOc1ccc(OCc2ccccc2)cc1,/,3.6,4,-1,0.0,/,/,7
CCOC(=O)N1CCC(c2cc(=O)n3[nH]ccc3n2)CC1,-9,-3.6,0,-2,0.2,2,-5,-9
Cc1nc2c(OCc3ccc(Cl)cc3Cl)cccn2c1N(C)Cc1cccs1,-6,-0.8,-1,-2,-0.1,/,5,-23
O=C(NCCCC(=O)N1CCOCC1)c1cccnc1,-9,/,/,7,/,-11,-12,/
COc1ccc(N2CCN(c3nc(NCCc4ccc(OC)c(OC)c4)nc(OC)n3)CC2)cc1,1,/,/,-35,/,4,-4,/
O=C(COC(=O)c1cccc(F)c1)Nc1cccc(S(=O)(=O)N2CCOCC2)c1,5,-3.4,-1,-4,0.1,/,-9,-1
CC(C)CCN1CCC(n2nccc2NC(=O)C2CCOC2)CC1 (stereo unspecified),5,2.7,-2,15,0.0,0,-2,-19
CCOc1ccc(NC(=O)c2cc(Cl)nc3ccccc23)cc1,-12,-0.5,3,25,0.2,-1,/,1
CC(C)NC(=O)N[C@@H]1C=C[C@H](CC(=O)NCc2ccc(Oc3ccccc3)cc2)O[C@@H]1CO,/,-4.1,-1,2,-0.1,/,/,-4
CCOc1ccccc1NC(=O)N1CCCc2ccccc21,8,-1.0,-2,28,0.0,-4,0,-9
Cc1ccc(S(=O)(=O)N(C)C[C@H]2Oc3ccc(NC(=O)NC4CCCCC4)cc3CC(=O)N([C@@H](C)CO)C[C@H]2C)cc1,-6,-1.9,0,-12,-0.2,1,7,26
Cc1ccc(S(=O)(=O)NCC[C@@H]2CC[C@@H](NS(=O)(=O)c3ccccc3Cl)[C@H](CO)O2)cc1,-2,-0.1,1,-11,0.7,-3,10,-3
C[C@H](CO)N1C[C@H](C)[C@@H](CN(C)C(=O)c2ccccc2F)Oc2ncc(-c3ccccc3)cc2C1=O,4,-3.1,/,-13,1.9,1,-4,12
CC(=O)N(C)C[C@@H]1Oc2cc(C#CCC3CCCC3)ccc2S(=O)(=O)N([C@H](C)CO)C[C@H]1C,2,2.4,1,-10,-1.1,-1,4,20
C[C@@H]1CN([C@H](C)CO)C(=O)c2cc(NS(=O)(=O)c3cccs3)ccc2O[C@@H]1CN(C)S(=O)(=O)c1ccc(F)cc1,-3,1.0,-1,-4,0.3,3,-5,-30
O=C(CSc1nc2ccccc2n1CC(=O)N1CCCC1)Nc1nccs1,6,-0.8,2,-12,/,-26,-7,-9
COc1ccc(S(=O)(=O)NCCC(=O)NCc2cccs2)cc1,-3,/,/,16,/,-2,0,/
O=C(NCc1ccccc1OC(F)(F)F)C1CCC(=O)N(Cc2ccccn2)C1 (stereo unspecified),6,2.0,-1,2,0.2,-5,-6,4
Cc1c(NC(=O)c2cc3ccccc3oc2=O)c(=O)n(-c2ccccc2)n1C,-11,/,/,14,/,-3,?,/
CC(C)n1nnnc1C1c2ccccc2C(=O)N1Cc1cccc(F)c1 (stereo unspecified),/,-1.2,/,12,0.1,/,/,-11
COc1ccc2c(c1OC)C(C1c3c(cc4c(c3OC)OCO4)CCN1C)OC2=O (stereo unspecified),-3,/,/,14,/,-2,-1,/
O=C1CC(C(=O)Nc2ccc(C(=O)O)cc2)C(c2ccccc2)O1 (stereo unspecified),3,/,/,-8,/,-4,-9,/
O=C(CN1C(=O)C2C3CCC(C3)C2C1=O)OCC(=O)c1cccc([N+](=O)[O-])c1 (stereo unspecified),0,0.0,-2,15,0.1,-5,/,-3
C[C@H](CO)N1C[C@H](C)[C@@H](CN(C)C)OCCCC[C@H](C)Oc2ccc(NC(=O)CCCN(C)C)cc2C1=O,3,-0.3,-1,/,/,-12,1,-28
O=C(C[C@H]1CC[C@H](NC(=O)CN2CCOCC2)[C@@H](CO)O1)NC1CCC1,6,1.1,1,8,0.8,7,1,-14
CCC(=O)N1CCC2(CC1)CN(C(=O)Cc1ccccc1)[C@@H](CO)c1c2c2ccc(OC)cc2n1C,/,6.0,4,-12,0.4,/,/,8
COc1ccc(-c2csc3ncnc(N4CCN(c5ccccc5OC)CC4)c23)cc1,0,2.5,2,-3,0.3,/,5,-9
COc1cc(C)nc(NC(=S)N(C)C(=O)c2ccccc2)n1,0,1.0,-2,28,0.0,/,/,-11
# The listing continues:
SMILES,RAD54 inh,CFTR F508del cor,ERAP1 inh,INS-1E GSIS act,Xi reactivation,ARNT TACC3 PPI,esBAF inh,RAD52 anneal inh
O=C(COc1ncnc2cc([N+](=O)[O-])ccc12)N(CCc1ccccc1)Cc1ccccc1,/,/,5,/,0.2,-14,/,-21
CCOC(=O)c1cc2ccccc2n1CC(=O)c1ccccc1,0,0.2,-2,24,0.3,-6,2,-4
COc1ccccc1C(=O)Nc1ccnn1C1CCN(C)CC1,-7,-0.7,-1,16,0.0,-5,-4,-8
CCn1nnc2cc(C(=O)Nc3cccc(S(=O)(=O)N(C)C)c3)ccc21,5,-0.8,0,-1,0.0,-6,3,-20
CCCNC(=O)C1CC(=O)N(c2ccc(OCC)cc2)C1 (stereo unspecified),-1,1.3,-3,0,0.0,-3,-6,-2
O=C(CN(c1ccc(Br)cc1)S(=O)(=O)c1ccc(Cl)c([N+](=O)[O-])c1)NCC1CCCO1 (stereo unspecified),-10,-0.2,-1,-13,0.0,2,7,7
COCC(=O)N1CC2(C1)CN(Cc1ccccn1)[C@H](CO)c1[nH]c3cc(OC)ccc3c12,/,0.3,3,6,0.2,/,/,-114

# Screens (PubChem BioAssay)
